High-throughput results (PubChem)
H1N1 NS1A inhibition: H1N1 influenza NS1A inhibitors, functional cell based assay (AID 504329) | inhibition, % at 12.5 µM, or IC50 in µM where a hit was titrated | NS1A functional cell-based assay, percent inhibition; higher % means a stronger effect | actives 0.3% (n = 340,000); in the data active = a potency from the dose series; inconclusive = inhibition above about 27% without an active follow-up result; also: strong numbers were not always called active
Salmonella PhoP GFP: Inhibition of PhoP regulon, Salmonella typhi GFP reporter cells, confirmation, 4 h (AID 1850). actives 0.33% (n = 310,000). one-dose inhibition, % at 50 µM; IC50 in µM for titrated hits. Salmonella Typhi PhoP-promoter GFP reporter, fluorescence, 4 h; higher % means a stronger effect; in the data active = a potency from the dose series; inconclusive = inhibition mostly from about 25% at the one dose, without a potency; inactive = the rest, 99 in 100 with inhibition below about 19%;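 also: 0% = induced wells with vehicle and 100% = uninduced wells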
M. tuberculosis: growth inhibition of non-replicating M. tuberculosis (AID 488890); Mycobacterium tuberculosis non-replicating, growth inhibition; higher % means a stronger effect; actives 0.39% (n = 320,000); inhibition, % at 25 µM; hits with a dose series show IC50 in µM; in the data active = a potency from the dose series; inconclusive = inhibition mostly from about 82% at the one dose, without a potency; inactive = the rest, 99 in 100 with inhibition below about 76%;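 also: plate controls were DMSO cells for no effect and high antibiotic wells for full effect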
VEEV TC-83 Vero: inhibitors of VEEV TC-83 cytopathic effect, confirmation, Vero cells (AID 588727) | actives 0.13% (n = 350,000) | Vero cells, VEEV TC-83 cytopathic effect inhibition; higher % means a stronger effect | inhibition, % at 20 µM; hits with a dose series show IC50 in µM; in the data active = a potency from the dose series; inconclusive = inhibition mostly from about 14% at the one dose, without a potency; inactive = the rest, 99 in 100 with inhibition below about 12%; also: strong numbers were not always called active
H37Rv inhibition: M. tuberculosis growth inhibition, HTS (AID 449762) | M. tuberculosis H37Rv growth inhibition, 7H9 media; higher % means a stronger effect | one-dose inhibition, % at 25 µM; IC50 in µM for titrated hits | actives 0.59% (n = 330,000); in the data active = a potency from the dose series; inconclusive = inhibition above about 70% without an active follow-up result;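 also: bacterial growth assessed after seven days of incubation; strong numbers were not always called active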
VEEV TC-83 Vero 10K pilot screen: second read-out of VEEV TC-83 Vero, no call of its own (marks repeat the call); inhibition, %; measured here: 10K pilot screen inhibition
Active calls of the source: *; i = inactive; ? = inconclusive; · = not tested or not shown. Not a hit list, and some 1.6% of all compounds hit somewhere here.

SMILES | H1N1 NS1A inhibition | Salmonella PhoP GFP | M. tuberculosis | VEEV TC-83 Vero | H37Rv inhibition | others
Cc1nc(/C(N)=N/OC(=O)c2c(-c3ccccc3Cl)noc2C)cs1 | 0% | 1% | 16% | i | -1%
COc1ccc(-c2cc(C(F)(F)F)nc(SCCC(=O)NCc3ccco3)n2)cc1 | · | -2% | 4% | · | 1%
COc1ccc(/C=N\NC(=O)COc2ccc(Cl)cc2Cl)c(C(=O)O)c1OC | -5% | 7% | -14% | 0.8% | 5%
COc1cc(C(=O)NCCNc2nc3c(C)c(C)ccc3cc2C#N)cc(OC)c1OC | -6% | -9% | -9% | 0.6% | 4%
COCC(=O)N1Cc2ccccc2-n2nncc2C1 | -8% | · | · | i | ·
COc1ccccc1-c1cc(C(F)(F)F)nc(S(=O)(=O)CCCC(=O)Nc2cc(C)on2)n1 | 4% | 0% | 48% | ? | 9%
O=C(NNC(=O)c1cc2cc(Br)ccc2oc1=O)c1ccc(O)cc1O | -8% | -6% | · | 13% | 9%
COC(=O)c1ccc(CS(=O)(=O)c2ccccc2C)o1 | 3% | -5% | · | i | -7%
CC(C)c1ccc(/C=C/C(=O)CCC(=O)O)cc1 | 9% | 2% | 4% | i | 15%
O=C(NCCC1CCCCN1S(=O)(=O)c1ccccc1)C(=O)NCc1ccc(F)cc1 (stereo unspecified) | -2% | 7% | 33% | 4.9% | 2%
COc1ccc2c(c1)sc1nc(=O)ccn12 | -2% | -8% | 11% | 1.1% | 0%
Cc1nn(-c2ccccc2)c(Cl)c1/C=N/NC(=O)c1cccc(S(=O)(=O)N2CCCC2)c1 | -3% | -10% | -5% | 0.2% | 5%
CC1CCCCN1C(=O)c1c(Cl)cnn1C (stereo unspecified) | -9% | -5% | -7% | i | -3%
COc1cccc(C2C3CN(C)CC=C3C(C#N)=C(N)C2(C#N)C#N)c1OC (stereo unspecified) | 15% | -15% | · | 0.6% | -8%
O=C(O)c1ccccc1NC(=O)C1CCCO1 (stereo unspecified) | -3% | 8% | 4% | 1.7% | 7%
CCOC(=O)C(=CNc1cc(C)ccc1[N+](=O)[O-])C(=O)OCC | -15% | -1% | 4% | 1.0% | 5%
Cc1ccc(-c2csc(N3CCC(C(N)=O)(N4CCCCC4)CC3)n2)cc1 | 6% | 7% | -14% | 1.8% | -14% | VEEV TC-83 Vero 10K pilot screen=1.4
Cc1ccc(N(C(=O)c2snc(C(N)=O)c2N)C(C(=O)NCC2CCCO2)c2c[nH]c3ccccc23)cc1 (stereo unspecified) | 12% | 3% | 27% | i | 7%
Cc1ccc(SCC(=O)NC2CCCCCC2)cc1 | 2% | 8% | ? | i | 13%
Cn1c(SCCCC(=O)c2ccc(F)cc2)nnc1-c1ccncc1 | -4% | -5% | 9% | 0.4% | 8%
CCO[C@H]1OC(C(=O)N2CCN(Cc3ccc4c(c3)OCO4)CC2)=C[C@@H](C)[C@@H]1CCCO | 2% | 14% | · | 0.4% | 4%
COc1ccccc1CNC(=O)C1CC(c2cccc([N+](=O)[O-])c2)=NO1 (stereo unspecified) | 13% | -16% | 8% | 0.6% | -4%
C=CCNc1oc(-c2ccc(Cl)cc2)nc1C#N | 2% | · | ? | i | 47%
COC(=O)c1[nH]c2cc(OC)ccc2c1NC(=O)CCN1CCSCC1 | -3% | 1% | -4% | 1.3% | -7%
Cc1nsc(Nc2ccc([N+](=O)[O-])cc2)c1C#N | -17% | 1% | 3% | 1.0% | -8%

4 records drawn at random from the list so far:
SMILES | H1N1 NS1A inhibition | Salmonella PhoP GFP | M. tuberculosis | VEEV TC-83 Vero | H37Rv inhibition | others
O=C(NNC(=O)c1cc2cc(Br)ccc2oc1=O)c1ccc(O)cc1O | -8% | -6% | · | 13% | 9%
COC(=O)c1ccc(CS(=O)(=O)c2ccccc2C)o1 | 3% | -5% | · | i | -7%
COc1ccccc1CNC(=O)C1CC(c2cccc([N+](=O)[O-])c2)=NO1 (stereo unspecified) | 13% | -16% | 8% | 0.6% | -4%
Cc1ccc(N(C(=O)c2snc(C(N)=O)c2N)C(C(=O)NCC2CCCO2)c2c[nH]c3ccccc23)cc1 (stereo unspecified) | 12% | 3% | 27% | i | 7%

Returning to the listing, repeating the 2 entries before the break.
SMILES | H1N1 NS1A inhibition | Salmonella PhoP GFP | M. tuberculosis | VEEV TC-83 Vero | H37Rv inhibition | others
COC(=O)c1[nH]c2cc(OC)ccc2c1NC(=O)CCN1CCSCC1 | -3% | 1% | -4% | 1.3% | -7%
Cc1nsc(Nc2ccc([N+](=O)[O-])cc2)c1C#N | -17% | 1% | 3% | 1.0% | -8%
Cc1cc(/C=N/NC(=O)c2cccs2)c(C)n1-c1ccccc1 | 17% | 4% | 65% | ? | 4%
OCCC1CN(Cc2cccn2-c2ncccn2)CCN1Cc1ccc(F)cc1 (stereo unspecified) | -9% | 3% | 1% | i | -6%
CN(C(=O)COC(=O)c1ccc(=O)n(Cc2ccccc2)n1)C1CCCCC1 | -12% | · | 14% | 0.9% | -11%
CCCc1ccc(-c2c(C)sc(N)c2C#N)cc1 | 5% | 3% | 30% | 2.0% | 0%
Cc1c(C(c2ccccc2Cl)c2c(O)c3ccccc3oc2=O)c(=O)n(-c2ccccc2)n1C (stereo unspecified) | 0% | 5% | 6% | i | 2%
COC(=O)NCCOc1nc(N(C)C)nc(N(C)C)n1 | 11% | -11% | -1% | 1.1% | -7%
Nc1c(C(=O)NCCCc2ccccc2)c2nc3ccccc3nc2n1Cc1cccs1 | -5% | 19% | 12% | 51% | -28%
O=C(NCCCN1CCOCC1)c1ccc(Sc2cccc(Cl)c2)c([N+](=O)[O-])c1 | 9% | -1% | 34% | 0.5% | 2%
CCc1cc(C(=O)c2ccc(Br)cc2)c(NC(=O)CN(CC)CC)s1 | 2% | -3% | 47% | 0.5% | 18%
CCOC(=O)c1nnn(CC(=O)NC(=O)Nc2ccc(F)cc2)c1C(=O)OCC | -3% | -4% | -1% | 1.0% | 4%
Cc1ccc(C)c(N2CCN(C(=O)c3ccc4c(=O)n5c(nc4c3)CCCCC5)CC2)c1 | 9% | -15% | 42% | 3.9% | 21%
FC(F)(F)c1cccc(-n2nnnc2C2(N3CCOCC3)CCCCC2)c1 | -6% | 8% | -5% | 3.1% | -3%
O=C(NCCc1ccccc1)c1cccc(NC(=O)C2CCCC2)c1 | -17% | · | · | i | ·
Cc1cc(NC(=O)c2ccc(C)c(C)c2)no1 | -3% | -1% | -10% | 2.0% | 4%
O=C(CSc1nc2nn(-c3ccccc3)c(=O)c-2c2n1CCCCC2)Nc1cccc(F)c1 | 3% | · | 58% | 7.0% | 17%
Nc1cccc(N=Cc2c(O)n(Cc3ccc(F)cc3)c(=O)[nH]c2=O)c1 | 12% | 18% | 26% | 10% | 4%
S=C1NCCN1 | 1% | 0% | 7% | 1.0% | -5%
CCOc1ccc(S(=O)(=O)N2CCCCC2)cc1NC(=O)Cc1cccc(C(F)(F)F)c1 | -7% | · | 5% | 2.9% | 4%
Cc1ccc(NC(=O)C(C)OC(=O)c2cc(=O)[nH]c3ccccc23)cc1S(=O)(=O)N1CCOCC1 (stereo unspecified) | -5% | · | · | 2.6% | ·
O=C(N/N=C(\c1ccccc1)c1cccnc1)c1ccc(O)cc1 | 5% | -8% | · | 9.7% | -6%
Cc1c2c(nc3ccccc13)OCC2 | 1% | · | · | 11% | ·
N#CC(c1cccc(Cl)c1)c1ncc(C(F)(F)F)cc1Cl (stereo unspecified) | -1% | -7% | -1% | i | -3%
CC(C)CNC(=O)C(=O)Nc1ccc(N(C)C)cc1 | -3% | -3% | -12% | 0.1% | 5% | VEEV TC-83 Vero 10K pilot screen=2.1
CCOC(=O)[C@H]1[C@H]2COc3ccccc3[C@@H]2N2C(=O)c3ccccc3NC(=O)[C@@]12C | 12% | -4% | 11% | i | 0%
CN(Cc1cccs1)C(=O)COc1ccc(-c2nnco2)cc1 | 13% | 2% | 6% | i | 2%

More compounds
SMILES | H1N1 NS1A inhibition | Salmonella PhoP GFP | M. tuberculosis | VEEV TC-83 Vero | H37Rv inhibition | others
O=C(CNS(=O)(=O)c1ccc2ccccc2c1)NCCc1ccccn1 | -18% | -3% | 12% | 0.4% | 5%
CN1CCN(CC(=O)Nc2ccc(Oc3ccccc3)cc2)CC1 | -14% | -11% | 26% | 3.1% | -15%
COC(=O)Cc1c(C)nc2nc(NCc3ccc(Cl)cc3)[nH]n2c1=O | 3% | -7% | 10% | 4.3% | -3%
CC(=O)OCC1=C(C(=O)O)N2C(=O)C(NC(=O)c3ccc(F)cc3)C2SC1 (stereo unspecified) | 3% | -3% | -10% | 3.0% | 2%
O=C1N[C@@H](Cc2cnc[nH]2)C(=O)N2CCC[C@@H]12 | 6% | -4% | -2% | 0.7% | -3%
O=C(CN1CCN(Cc2ccccc2Cl)C1=O)NCCCN1CCOCC1 | -17% | 4% | -14% | 0.9% | -14%
O=C(COC(=O)c1ccccc1)Nc1ncc([N+](=O)[O-])s1 | 2% | · | 71% | 2.0% | 3%
O=C(NCc1ccco1)c1ccc2c(=O)n(-c3ccccc3)c(=O)n(Cc3cccc(F)c3)c2c1 | -11% | 4% | · | i | 1%
O=C(O)c1ccc(C(=O)c2ccc3c(c2)C(=O)N(CCO)C3=O)cc1 | -9% | -5% | -1% | 1.1% | 12%
Cc1cccc(N2CCN(C(=O)c3cccc(S(=O)(=O)N4CCOCC4)c3)CC2)c1C | -8% | · | · | 3.2% | ·
COc1ccc(CNc2nc(=S)[nH]c3cc(OC)c(OC)cc23)cc1 | 1% | 3% | -14% | i | 5%
CNCC(=O)Nc1c(C)n[nH]c1C | -4% | 6% | 3% | 1.4% | 0%
CCOc1ccc(-c2nnc3ccc(SC(C)C)nn23)cc1 | 0% | 6% | · | 6.7% | 2%
CCCN1C(=O)CC(Sc2ncccc2C(=O)O)C1=O (stereo unspecified) | -3% | 3% | -4% | 1.1% | 1%
COc1ccccc1CNC(=O)c1ccc(-c2ccccc2)cc1 | -1% | -8% | 26% | 0.3% | 5%
O=C(O)c1ccccc1Nc1ccc([N+](=O)[O-])c2nonc12 | 14% | -30% | · | 0.3% | 8%
C=C(C)C(=O)Nc1cccc(C2=NOC3(C2)C[C@@H](C(N)=O)N(C(=O)c2cc([N+](=O)[O-])cc([N+](=O)[O-])c2)C3)c1 (stereo partly specified) | -20% | -9% | 63% | 0.3% | ?
Cc1cccc(NC(=O)COC(=O)COc2ccc3c(c2)CCC3)c1 | -5% | · | 78% | 1.7% | -7%
CCOC(=O)N1CCN(C(=O)CS(=O)(=O)c2cn(Cc3ccc(F)cc3)c3ccccc23)CC1 | 2% | -7% | 14% | 5.8% | -2%
COc1cccc(N2CC(O)=C(c3ccccc3)C2=N)c1 | 2% | 3% | -13% | 0.0% | -5%
O=C1Cc2cc(NS(=O)(=O)c3cc(F)ccc3F)cc3c2N1CCC3 | -2% | 6% | 4% | 3.8% | -6%
Cc1cccc(CCNC(=O)CCNC(=O)Cn2ccc3ccccc3c2=O)c1 | 4% | -2% | 11% | 0.1% | 6%
COc1cc(/C=N/NC(=O)CN2CC(c3ccccc3)CC2=O)ccc1OC(=O)N(C)C (stereo unspecified) | 23% | 2% | 18% | 2.8% | 3%
COC(=O)c1[nH]c2ccc(Cl)cc2c1NC(=O)C1CC1 | -2% | -1% | -9% | 0.4% | -4%
Cc1ccc(C)c(NC(=S)N=Nc2c(O)n(C)c3ccc(S(=O)(=O)N4CCOCC4)cc23)c1 | 5% | -2% | -9% | 1.1% | 2% | VEEV TC-83 Vero 10K pilot screen=2.4

Continued.
SMILES | H1N1 NS1A inhibition | Salmonella PhoP GFP | M. tuberculosis | VEEV TC-83 Vero | H37Rv inhibition | others
Cc1nn(Cc2ccccc2)c(C)c1C(=O)NCc1ccccc1 | 4% | 9% | -4% | 1.4% | -17%
C=CCn1c(CCc2ccc(OC(C)C)cc2)n[nH]c1=S | -11% | -8% | -25% | 0.5% | 8%
Nc1c(C(=O)NCc2ccc3c(c2)OCO3)nnn1CC(=O)Nc1ccc(Br)cc1 | 6% | -17% | -6% | 0.5% | -2%
CCC(=O)c1ccc(OCC(=O)OCC(=O)NCC2CCCCC2)cc1 | -15% | 0% | 8% | 5.3% | 8%
Cc1ccc2c(CN3CCCCC3CCO)cc(=O)oc2c1 (stereo unspecified) | -7% | 3% | 1% | 0.6% | -2%
Cc1ccc(NC(=O)Cn2cnc3sc(C(=O)NCc4ccco4)c(C)c3c2=O)cc1Cl | 4% | -9% | -8% | 7.9% | 1% | VEEV TC-83 Vero 10K pilot screen=2.9
O=C(CC1C(=O)OCN1C(=O)OCc1ccccc1)OCC(=O)c1ccccc1 (stereo unspecified) | 14% | -1% | -10% | 0.3% | 1%
COCc1c(C(=O)N2CCN(c3ccc(C(F)(F)F)cn3)CC2)oc2ccccc12 | 1% | 1% | 14% | 7.2% | 0%
